# High-throughput results as filed in PubChem BioAssay.
# CHOP UPR activ = activators of apoptotic CHOP UPR arm, primary screen, cell-based, CHO-CHOP luciferase reporter, luminescence, uHTS; UPR activation; percent of tunicamycin response over DMSO baseline; actives 0.34% (n = 330,000); AID 449763, 2010; activation, % at 10 µM;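 active = at 10 µM dose, activation of 40% or more, normalized to positive control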;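 note: 100% = tunicamycin at 10 µg/mL and 0% = DMSO alone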
#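 System: CHO-CHOP luciferase reporter cell line | Buffer or medium: F12 medium containing 10% fetal bovine serum | Doses: One dose, 10 µM in 0.5% DMSO | Times: 6 h compound exposure at 37 °C after overnight seeding | Signal: Luciferase luminescence | Read-out: % activation vs tunicamycin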
# Mdm2-MdmX inh = inhibitors of human Mdm2-MdmX association, primary screen, cell-based, luminescence, split luciferase, SaOS-2, uHTS; Protein Mdm4 (Homo sapiens) + E3 ubiquitin-protein ligase Mdm2 (Homo sapiens), …; SaOS-2 split-luciferase Mdm2/MdmX complementation; inhibition, % at 8 µM; actives 3% (n = 330,000); AID 485346, 2010;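 active = inhibition of at least 50% at 8 µM in the primary screen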
# Target sequence (O15151 whole entry, looked up): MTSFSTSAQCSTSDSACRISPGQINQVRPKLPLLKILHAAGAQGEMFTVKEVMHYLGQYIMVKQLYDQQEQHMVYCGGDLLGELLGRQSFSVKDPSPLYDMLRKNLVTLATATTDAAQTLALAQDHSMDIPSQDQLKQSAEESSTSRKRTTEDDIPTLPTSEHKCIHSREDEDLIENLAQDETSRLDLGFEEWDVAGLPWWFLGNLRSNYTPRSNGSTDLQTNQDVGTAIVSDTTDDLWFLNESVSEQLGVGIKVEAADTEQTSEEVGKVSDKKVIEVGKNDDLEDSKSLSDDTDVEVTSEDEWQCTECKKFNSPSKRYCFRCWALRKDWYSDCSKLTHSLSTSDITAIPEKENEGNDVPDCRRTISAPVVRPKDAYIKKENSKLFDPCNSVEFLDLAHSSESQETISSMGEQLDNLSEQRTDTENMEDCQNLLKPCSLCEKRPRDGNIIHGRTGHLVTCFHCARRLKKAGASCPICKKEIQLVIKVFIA
# Target sequence (Q00987 whole entry, looked up): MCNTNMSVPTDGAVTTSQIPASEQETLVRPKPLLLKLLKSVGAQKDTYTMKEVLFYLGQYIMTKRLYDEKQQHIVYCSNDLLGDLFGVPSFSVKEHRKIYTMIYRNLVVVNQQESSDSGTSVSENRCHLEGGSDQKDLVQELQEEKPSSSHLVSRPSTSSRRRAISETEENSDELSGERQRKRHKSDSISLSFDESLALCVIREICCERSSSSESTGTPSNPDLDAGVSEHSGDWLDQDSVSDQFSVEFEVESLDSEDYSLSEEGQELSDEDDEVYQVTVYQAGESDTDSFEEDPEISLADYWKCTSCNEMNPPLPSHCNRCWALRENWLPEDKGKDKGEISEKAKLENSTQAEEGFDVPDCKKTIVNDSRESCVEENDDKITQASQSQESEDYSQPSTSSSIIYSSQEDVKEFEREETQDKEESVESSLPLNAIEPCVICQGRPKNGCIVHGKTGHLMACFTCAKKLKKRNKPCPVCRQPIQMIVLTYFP
# EBI2 block = EBI2 receptor antagonists, beta-arrestin recruitment, primary screen, cell-based, luminescence, 7a,25-OHC stimulation, uHTS | G-protein coupled receptor 183 (Homo sapiens), P32249 | inhibition, % at 5 µM | actives 0.81% (n = 360,000) | AID 651636, 2012 | 7a,25-OHC stimulated; in the data active = inhibition above about 38%;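 note: enzyme fragment complementation signal reports receptor beta-arrestin coupling in cells; 0% = agonist plus DMSO wells and 100% = wells without agonist; some results beyond the cut were filed as inactive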
# CXCR6 inh = CXCR6 receptor inhibitors, primary screen, cell-based, beta-arrestin, luminescence, CHO-K1 PathHunter, 1536-well; actives 0.36% (n = 360,000); inhibition, % at 20 µM; C-X-C chemokine receptor type 6 (Homo sapiens), O00574; in the data active = inhibition above about 34%, passing the limit was not always enough;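 note: antagonist mode with CXCL16 agonist at 10 nM final; 0% = 10 nM CXCL16 with DMSO and 100% = unstimulated wells without agonist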
# XBP1 UPR activ = activators of adaptive XBP1 UPR arm, primary screen, cell-based, CHO-XBP1 luciferase reporter, luminescence, uHTS | IRE1-XBP1 UPR activation; percent of tunicamycin response, DMSO as zero | activation, % at 20 µM | actives 0.33% (n = 330,000) | AID 463104, 2010;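 active = versus positive control, 20 µM dose yields 30% or more activation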;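 note: 100% = tunicamycin at 10 µg/mL and 0% = DMSO only wells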
#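 incubation = overnight seeding at 37 °C, 6 h compound treatment at 37 °C | assay system = CHO-XBP1 cells stably carrying IRE1-XBP1-driven luciferase reporter | input = 1000 cells per well | detection = luciferase luminescence | dosing = single point, 20 µM final compound, 1% DMSO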
# 697 NFkB inh = inhibitors of PMA/ionomycin-induced NF-kB reporter, 697 cells, primary screen, B-cell NF-kB inhibitor project, cell-based, luminescence, uHTS | 697 B-cell NF-kB luciferase reporter, 16 h | inhibition, % at 4 µM | actives 0.33% (n = 330,000) | AID 435022, 2010; in the data active = inhibition above about 35%
# Jurkat NFkB inh = inhibitors of induced NF-kB luciferase reporter, primary screen, TCR NF-kB activation inhibitor project, cell-based, luminescence, uHTS; AID 435003, 2010; actives 0.53% (n = 330,000); inhibition, % at 4 µM; Jurkat, PMA/ionomycin-induced NF-kB luciferase reporter; in the data active = inhibition above about 50%
# Gli-Sufu block = Gli-Sufu pathway antagonists, primary screen, luciferase luminescence, Sufu-KO-LIGHT cells, uHTS. inhibition, % at 5 µM. actives 0.74% (n = 340,000). AID 588413, 2011. Sufu-KO-LIGHT fibroblasts, Gli luciferase reporter luminescence;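 active = inhibition above about 55%, limit read from the data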;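 note: 0% = DMSO-treated cells and 100% = wells with medium but no cells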
# CCR6 antag = CCR6 receptor antagonists, primary screen, cell-based, CHO-K1, luminescence, beta-arrestin, uHTS. C-C chemokine receptor type 6 (Homo sapiens), P51684. CHO-K1 CCR6 PathHunter beta-arrestin, CCL20-stimulated. inhibition, % at 20 µM. actives 0.49% (n = 340,000). AID 493098, 2011;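 active = compounds whose inhibition of the agonist-driven luminescence signal at 20 µM reaches about 50%, limit read from the data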;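 note: cells stimulated with CCL20 at 14 nM final; plate controls were DMSO with CCL20 for no effect and DMSO without agonist for full effect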
# Numbers without * were called inactive; . = no result given.
# The opening five records (preview)
SMILES,CHOP UPR activ,Mdm2-MdmX inh,EBI2 block,CXCR6 inh,XBP1 UPR activ,697 NFkB inh,Jurkat NFkB inh,Gli-Sufu block,CCR6 antag
O=c1c2oc3ccccc3c2ncn1Cc1ccccc1F,-0.4,-2.0,-0.3,4.3,0.5,11.9,-13.6,-6.5,4.8
Cc1ccccc1NC(=O)c1oc(=O)c2ccccc2c1-c1ccccc1,1.3,7.5,3.3,5.4,1.0,-7.5,-9.5,-0.5,-5.3
COc1cc(NC(=S)N2CCN(CCO)CC2)cc(OC)c1,1.1,-9.3,2.0,0.8,-2.9,7.3,-4.0,11.4,-8.6
COc1cc(Cl)c(C)cc1NC(=O)COC(=O)CCc1nc2ccccc2c(=O)[nH]1,-0.5,5.8,-6.9,0.0,0.4,-24.0,-21.0,-15.3,3.4
CCOC(=O)/C(=C/c1ccc(N2CCC(c3ccccc3)=N2)cc1)C(C)=O,.,.,49.4*,2.7,.,.,.,-67.3,24.2

# The whole of this part (from the top)
SMILES,CHOP UPR activ,Mdm2-MdmX inh,EBI2 block,CXCR6 inh,XBP1 UPR activ,697 NFkB inh,Jurkat NFkB inh,Gli-Sufu block,CCR6 antag
O=c1c2oc3ccccc3c2ncn1Cc1ccccc1F,-0.4,-2.0,-0.3,4.3,0.5,11.9,-13.6,-6.5,4.8
Cc1ccccc1NC(=O)c1oc(=O)c2ccccc2c1-c1ccccc1,1.3,7.5,3.3,5.4,1.0,-7.5,-9.5,-0.5,-5.3
COc1cc(NC(=S)N2CCN(CCO)CC2)cc(OC)c1,1.1,-9.3,2.0,0.8,-2.9,7.3,-4.0,11.4,-8.6
COc1cc(Cl)c(C)cc1NC(=O)COC(=O)CCc1nc2ccccc2c(=O)[nH]1,-0.5,5.8,-6.9,0.0,0.4,-24.0,-21.0,-15.3,3.4
CCOC(=O)/C(=C/c1ccc(N2CCC(c3ccccc3)=N2)cc1)C(C)=O,.,.,49.4*,2.7,.,.,.,-67.3,24.2
O=C(CCc1ccccc1)NNC(=O)COc1ccc(Cl)cc1,0.7,10.3,38.4*,-16.1,-1.7,19.3,-12.7,-4.3,7.8
Cc1ccc(C(=O)COC(=O)c2ccc3c(c2)C(=O)N(c2cccc4ncccc24)C3=O)cc1C,-1.1,-5.6,47.9*,4.2,-1.4,-39.5,-19.8,-4.3,11.4
Cn1c(=O)c2sccc2n(Cc2cccc(Br)c2)c1=O,1.8,5.0,7.7,5.9,-6.2,-38.0,7.6,23.4,22.9
CC(=O)Nc1ccc(NC(=O)C(C)OC(=O)CCSc2ccccc2Cl)cc1 (configuration not stated),-0.7,7.3,-1.4,-0.1,2.6,20.0,-13.1,3.8,3.5
Cc1ccc(NC(=O)COc2ccc(/C=N\NC(=O)c3cccnc3)cc2)cc1C,0.4,9.0,1.0,3.5,-3.9,11.2,-12.1,1.4,1.1
O=C(CCc1c[nH]c2ccccc12)N1CCCCCCC1,0.2,3.3,8.2,-10.9,0.8,-7.3,-8.9,-23.3,-1.1
O=C(NCc1ccc2c(c1)OCO2)c1cc2n(n1)C(C(F)(F)F)CC(c1ccc3c(c1)OCO3)N2 (configuration not stated),1.0,27.8,1.4,3.6,0.4,12.3,15.1,2.5,-7.6
CC(NC(=O)C1(S(=O)(=O)c2ccc(Cl)cc2)CC1)c1ccccc1 (configuration not stated),1.6,34.6,-7.3,-9.2,-2.1,-21.9,-1.2,-0.3,-7.0
COC(=O)CSc1nnc2n(-c3ccc(OC)cc3)c(=O)c3c4c(sc3n12)CCCCC4,0.7,-19.8,4.0,8.3,-1.3,28.1,11.4,3.3,8.1
COc1ccc2oc(C(=O)Nc3ccc(S(=O)(=O)N(C)C4CCN(C)CC4)cc3)c(C)c2c1,2.4,96.4*,-6.3,-12.8,-1.1,-68.7,-0.3,38.9,-1.4
CCN(C[C@H]1N[C@@](C)(C(=O)OC)[C@H]2C(=O)N(C)C(=O)[C@@H]12)C(=O)COc1ccccc1,-0.4,16.6,-8.9,-8.9,0.1,4.4,2.5,-9.8,8.6
Oc1cccc(NC(=S)Nc2ccccc2)c1,1.4,-2.4,-17.4,-6.7,-2.9,-4.9,-11.1,-5.0,-4.3
CC1CCN(S(=O)(=O)c2ccc(Cl)s2)CC1,-1.2,0.9,-5.8,5.0,1.9,-1.3,1.7,3.5,3.7
COC(=O)COc1ccc(-c2ccc(F)cc2)cc1C=O,-0.7,2.3,-2.9,-2.2,3.7,3.4,5.5,-4.5,-23.4
Cc1ccc(Cl)cc1NC(=O)CCC(=O)NCc1ccco1,-0.1,21.4,3.8,7.3,-3.0,1.3,-2.2,-9.8,8.7
COc1ccc(C(=O)NC2CCCc3c2cnn3-c2ccccc2F)cc1OC (configuration not stated),-0.8,19.2,-12.1,-11.1,-6.5,-7.9,23.8,55.6*,0.7
COc1ccc2[nH]c3c(c2c1)CCN1C(=O)N([C@@H](C)C(=O)NCc2c(F)cccc2Cl)C(=O)[C@]31C,-2.4,18.8,6.1,12.7,-2.1,8.3,-8.3,5.4,5.5
COc1ccc(NC(=O)c2ccc(F)c(F)c2)c2ccccc12,2.7,-32.0,9.7,-1.0,5.6,-14.4,4.0,14.7,9.8
CS(=O)(=O)N(CC(=O)NCCSc1ccc(Cl)cc1)c1ccc2c(c1)OCO2,0.5,-5.5,87.1*,-8.5,-1.7,-16.3,-3.4,19.0,39.0
CCOC(=O)c1c(/N=C/N(C)C)sc(/C=N/Nc2ccccc2)c1-c1ccc(Cl)cc1,2.8,20.4,7.5,1.7,-1.6,22.3,15.6,-1.1,-1.7
CN1C(C(=O)NCc2cccc(Br)c2)CC2Cn3c(nc4ccccc43)C21 (configuration not stated),-0.5,22.9,-9.5,-7.4,0.8,-11.6,2.9,7.3,2.5
COc1ccc(C2CC(c3cccs3)=NN2S(C)(=O)=O)cc1OC (configuration not stated),2.1,3.6,-1.8,0.8,2.2,-18.1,1.0,-6.1,-11.7
COCCn1c(=S)[nH]c2cc(C(=O)NCCc3ccc(OC)c(OC)c3)ccc2c1=O,-2.5,14.0,3.2,0.3,-2.6,-0.4,5.0,-0.2,5.1
CCCN(S(=O)(=O)c1ccc(OCC)cc1)S(=O)(=O)c1cccs1,-0.3,-0.4,19.2,6.4,-0.9,2.6,-1.5,0.4,14.8
COc1ccccc1NC(=O)COC(=O)CCn1c(C)csc1=O,-0.2,-10.5,-5.2,-9.0,-0.9,-2.2,13.4,-1.3,2.1
O=C(NCCCO)/C(=C\c1cn(-c2ccccc2)nc1-c1cccnc1)NC(=O)c1ccccc1,-1.8,-17.5,-0.9,8.8,-0.2,3.3,0.9,-6.9,8.6
CC(=O)NC(NC(=S)Nc1ccc(S(N)(=O)=O)cc1)C(Cl)(Cl)Cl (configuration not stated),0.4,-4.1,-3.4,-5.4,-3.1,2.1,10.1,12.8,-7.1
COc1ccc(NS(=O)(=O)c2c(C(=O)N3CCCCCC3)c(C)n(C)c2C)cc1OC,-0.6,-10.4,-5.3,-6.0,-3.2,3.5,4.6,7.5,0.1
CN(C(=O)c1ccc(NC(=O)Cc2cccc([N+](=O)[O-])c2)cc1)C1CCCC1,-0.2,14.8,-2.1,2.8,-3.7,-7.0,-9.6,3.7,9.2
Cc1csc(=O)n1CCC(=O)OCC(=O)Nc1ccc(F)c(F)c1F,0.2,-8.0,3.6,3.7,-3.1,12.7,7.9,-10.5,-5.8
Cc1ccc(S(=O)(=O)N(C)CCCC(=O)NCc2ccc3c(c2)OCO3)cc1,-2.0,11.0,-2.8,-4.4,-2.0,15.9,-15.7,-1.7,5.9
CCc1ccc(/C=C2/C(=O)N(CC)C(=S)N2C)s1,2.1,21.3,-0.5,8.4,0.7,7.3,-11.0,4.4,31.5
O=C1CC(c2ccccc2)Sc2nc3ccccc3n21 (configuration not stated),2.8,-47.9,-0.1,-1.9,-2.6,-142.5,-116.1,.,10.5
CCCn1nc(C(=O)Nc2ccc3c(c2)OCO3)c2ccccc2c1=O,2.8,22.6,10.4,1.5,4.9,-12.6,-2.7,-1.5,18.0
NC(=O)c1ncn([C@@H]2O[C@H](CNCc3ccc(OCC(=O)Nc4nccs4)cc3)[C@@H](O)[C@H]2O)n1,.,.,-0.6,5.7,.,.,.,-4.8,23.2
CC1CCC(NC(=O)C2CCN(c3cnccn3)CC2)CC1 (configuration not stated),-2.5,-16.4,-0.1,0.2,-1.2,-8.4,-6.3,4.6,-2.8
CCCNC(=O)NC(=O)COc1ccc(-c2ccc(C#N)cc2)cc1,0.3,14.1,-5.7,0.7,-1.8,13.4,-22.8,31.2,-7.9
Cc1cc(C)cc(OCC(=O)Nc2cnn(CCCC(=O)O)c2)c1,0.1,15.3,-13.9,5.7,-1.4,-4.4,1.2,-10.3,7.5
O=C(O)CN1C(=O)/C(=C\c2ccccc2OCc2ccc(Cl)cc2Cl)SC1=S,-10.5,14.4,4.8,1.1,-10.3,11.1,40.1,0.4,10.6
CCCc1cc(Nc2c(C)n(C)n(-c3ccccc3)c2=O)n2c(nc3ccccc32)c1C#N,0.5,2.4,1.4,6.1,-1.9,16.1,12.2,-6.3,-16.1
C/C=C\C=C\C(=O)N1CC2(CC(c3cccc(NC(=O)COc4ccc(Cl)cc4)c3)=NO2)C[C@H]1C(N)=O (some centres not stated),2.9,-19.8,48.0*,-7.7,-2.7,-30.9,3.2,-5.6,-3.6
O=C1CN(N=Cc2ccco2)C(=O)N1,.,.,-1.5,4.7,.,.,.,-4.4,3.3
CC(=O)c1cccc(NC(=O)COc2ccc(S(=O)(=O)N3CCCCC3)cc2)c1,-1.6,19.6,-5.4,-16.3,-5.5,6.6,-8.1,-0.2,9.7
Cc1ccc(-c2csc(NC(=O)CSc3nc4ccccc4[nH]3)n2)cc1,.,.,11.5,-22.5,.,.,.,-33.8,-23.7
Cc1ccc(-n2nc3c(c2NC(=O)C2CCCC2)CS(=O)(=O)C3)cc1,-0.1,-24.4,9.2,-3.7,-3.9,-24.0,-10.5,0.7,6.6
O=C(COC(=O)CNS(=O)(=O)c1ccc(F)c(F)c1F)NCCc1ccccc1,-0.6,0.0,-14.3,-9.2,-4.2,-33.9,9.1,-5.9,-3.6
COC(=O)CCC(=O)c1oc2ccc(Cl)cc2c1NC(=O)CCCN1C(=O)c2ccccc2C1=O,-3.7,14.8,-1.8,3.2,-4.8,1.4,-7.5,-12.1,18.4
COC(=O)c1cc2ccccc2c(-c2c(OC)c(C(=O)OC)cc3ccccc23)c1OC,4.3,14.0,19.0,14.7,5.4,15.6,-1.6,4.9,33.9
CN(C)CCCNc1nc(N)c([N+](=O)[O-])c(NCc2ccccc2)n1,-0.5,8.5,-12.8,3.8,-0.3,-5.1,-10.6,14.7,10.9
